# NR1D1 modulator = modulators of human Rev-erb alpha DNA binding | P20393 | Rev-erbα–FITC-DNA binding, fluorescence polarization, 90 min | activity, % at 10 µM | 370,000 compounds, 0.79% hits | AID 1259318;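 active = activity above about 14%, limit read from the data; passing the limit was not always enough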;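 also: 0% = DMSO wells with 35 nM protein and 100% = DMSO wells with 750 nM protein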
# Target sequence (P20393 whole entry, looked up): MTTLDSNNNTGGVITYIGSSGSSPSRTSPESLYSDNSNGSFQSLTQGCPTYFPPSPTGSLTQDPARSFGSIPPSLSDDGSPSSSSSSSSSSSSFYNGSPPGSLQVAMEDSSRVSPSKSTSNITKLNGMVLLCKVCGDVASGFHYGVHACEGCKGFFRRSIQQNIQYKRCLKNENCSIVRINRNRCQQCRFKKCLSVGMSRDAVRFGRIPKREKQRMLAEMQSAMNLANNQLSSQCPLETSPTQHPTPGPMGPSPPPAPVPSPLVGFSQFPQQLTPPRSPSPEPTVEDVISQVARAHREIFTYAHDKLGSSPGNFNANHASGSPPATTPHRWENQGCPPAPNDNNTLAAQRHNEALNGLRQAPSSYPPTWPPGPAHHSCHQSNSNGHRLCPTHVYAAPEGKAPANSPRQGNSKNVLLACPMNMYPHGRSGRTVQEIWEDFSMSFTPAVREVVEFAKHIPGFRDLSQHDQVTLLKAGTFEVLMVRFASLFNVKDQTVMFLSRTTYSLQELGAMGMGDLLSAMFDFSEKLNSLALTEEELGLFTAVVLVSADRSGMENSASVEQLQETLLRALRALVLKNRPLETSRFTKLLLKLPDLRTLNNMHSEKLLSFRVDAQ
# Numbers without * were called inactive; & = joins results of further samples. The list is partial (hit frequency here may not be typical).
cpd	NR1D1 modulator	SMILES
1	5.7	Cc1cc(OI)c(C(C)C)cc1-c1cc(C(C)C)c(OI)cc1C
2	1.0	CO/N=C(/C(=O)N[C@H]1C(=O)N2C(C(=O)O)=C(COC(N)=O)CSC12)c1ccco1 (stereo partly specified)
3	0.5	C[N+]1(C)C2CC[C@H]1CC(OC(=O)C(O)c1ccccc1)C2 (stereo partly specified)
4	0.6	CCOC(=O)C1(C)CCN1C(=O)c1cc(C)n(C(C)(C)C)n1 (stereo unspecified)
5	-4.4	O=C(N[C@@H](CO)[C@H](O)c1ccc([N+](=O)[O-])cc1)C(Cl)Cl
6	-7.9	Cc1c2oc3c(C)ccc(C(=O)OC(C)C4NC(=O)C(C(C)C)N(C)C(=O)CN(C)C(=O)C5CCCN5C(=O)C(C(C)C)NC4=O)c3nc-2c(C(=O)OC(C)C2NC(=O)C(C(C)C)N(C)C(=O)CN(C)C(=O)C3CCCN3C(=O)C(C(C)C)NC2=O)c(N)c1=O (stereo unspecified)
7	3.9	COC(=O)C(N)CS (stereo unspecified)
8	2.5	CCCCc1ncc(/C=C(\Cc2cccs2)C(=O)O)n1Cc1ccc(C(=O)O)cc1
9	-0.4	C[N+](C)(C)CCO
10	6.9	CCCCN=C(N)N=C(N)N
11	-2.3	CC(=O)[C@H]1CCC2C3CCC4=CC(=O)CC[C@]4(C)C3CC[C@@]21C (stereo partly specified)
12	0.2	NCCCC(N)C(=O)O (stereo unspecified)
13	-0.8	O=C(O)COc1nn(Cc2ccccc2)c2ccccc12
14	-6.4	CSCCC(NC(=O)C(Cc1c[nH]c2ccccc12)NC(=O)CCNC(=O)OC(C)(C)C)C(=O)NC(CC(=O)O)C(=O)NC(Cc1ccccc1)C(N)=O (stereo unspecified)
15	-3.1	C[C@@H](O)[C@H]1C(=O)N2C(C(=O)O)=C(SC3Cn4cnc[n+]4C3)[C@H](C)[C@H]12 (stereo partly specified)
16	-0.1	CCC(C)C(=O)O[C@H]1C[C@H](O)C=C2C=C[C@H](C)[C@H](CC[C@@H](O)C[C@@H](O)CC(=O)O)C21 (stereo partly specified)
17	-4.2	C[C@H]1CC2C3CCC4=CC(=O)C=C[C@]4(C)[C@@]3(F)[C@@H](O)C[C@]2(C)[C@@]1(O)C(=O)COP(=O)(O)O (stereo partly specified)
18	2.6	CC(=O)CCC(=O)O
19	4.7	O=C1NS(=O)(=O)c2ccccc21
20	1.5	CC(C)(O/N=C(\C(=O)N[C@@H]1C(=O)N2C(C(=O)O)=C(C[n+]3ccccc3)CSC12)c1csc(N)n1)C(=O)O (stereo partly specified)
21	3.8	CCCC[C@@H](CC)COC(=O)/C=C/c1ccc(OC)cc1
22	2.8	NC(=O)c1cc[n+](CC2=C(C(=O)O)N3C(=O)[C@H](NC(=O)C(c4ccccc4)S(=O)(=O)[O-])C3SC2)cc1 (stereo partly specified)
23	6.8	O=C(NC(Cc1cc(=O)[nH]c2ccccc12)C(=O)O)c1ccc(Cl)cc1 (stereo unspecified)
24	-6.5	CC(=O)Nc1c(I)cc(I)c(C(=O)O)c1I
25	5.8	CC(S)C(=O)NCC(=O)O (stereo unspecified)
26	0.2	NC[C@H]1O[C@H](O[C@@H]2[C@H](O)[C@@H](O[C@H]3O[C@H](CO)[C@@H](O)[C@H](N)[C@H]3O)[C@H](N)C[C@@H]2N)[C@H](O)[C@@H](O)[C@@H]1O
27	4.7	COc1cc2c(cc1OC)[C@@H](Cc1cc(OC)c(OC)c(OC)c1)[N+](C)(CCCOC(=O)CC/C=C/CCC(=O)OCCC[N+]1(C)CCc3cc(OC)c(OC)cc3[C@H]1Cc1cc(OC)c(OC)c(OC)c1)CC2 (stereo partly specified)
28	-6.5	CC1=C(C)C(=O)C(C(CCCCCC(=O)O)c2ccccc2)=C(C)C1=O (stereo unspecified)
29	-1.1	CN(C(=O)CO)c1c(I)c(C(=O)NCC(O)CO)c(I)c(C(=O)NCC(O)CO)c1I (stereo unspecified)
30	-3.0	C[C@@H]1CC[C@H]2[C@@H](C)C(O)O[C@@H]3OC4(C)CC[C@@H]1[C@]32OO4 (stereo partly specified)
31	1.1	Cc1cc(-n2c(=O)[nH]c(=O)n(C)c2=O)ccc1Oc1ccc(S(=O)(=O)C(F)(F)F)cc1
32	3.5	CC(C)CC1NC(=O)C(CCCN)NC(=O)C(C(C)C)NC(=O)C2CCCN2C(=O)C(Cc2ccccc2)NC(=O)C(CC(C)C)NC(=O)C(CCCN)NC(=O)C(C(C)C)NC(=O)C2CCCN2C(=O)C(Cc2ccccc2)NC1=O (stereo unspecified)
33	0.3	N#Cc1ccc2c(c1)N(CCCN1CCC(O)CC1)c1ccccc1S2
34	-3.6	N=C(N)c1ccc2cc(OC(=O)c3ccc(N=C(N)N)cc3)ccc2c1
35	-8.0	CCN1CCCC1=O
36	10.9	C[C@@H](NCCCc1cccc(C(F)(F)F)c1)c1cccc2ccccc12
37	1.4	NC(CO)(CO)CO
38	1.7	CNC[C@@H](O)c1ccc(O)c(O)c1
39	5.4	COc1cc2c(Nc3ccc(Br)cc3F)ncnc2cc1OCC1CCN(C)CC1
40	-1.6	CO/N=C(\C(=O)N[C@@H]1C(=O)N2C(C(=O)O)=CCS[C@H]12)c1csc(N)n1
41	-3.0	O=S(=O)(O)OC[C@H]1O[C@@](COS(=O)(=O)O)(O[C@H]2O[C@H](COS(=O)(=O)O)[C@@H](OS(=O)(=O)O)[C@H](OS(=O)(=O)O)[C@H]2OS(=O)(=O)O)[C@@H](OS(=O)(=O)O)[C@@H]1OS(=O)(=O)O
42	2.7	CC(CCC(=O)O)[C@H]1CCC2C3C(=O)C[C@@H]4CC(=O)CC[C@]4(C)C3CC(=O)[C@@]21C (stereo partly specified)
43	1.5	CC1=CC[C@H](C(C)(C)O)CC1
44	-1.0	CC[C@H]1OC(=O)[C@H](C)[C@@H](O[C@H]2C[C@@](C)(OC)[C@@H](O)[C@H](C)O2)[C@H](C)[C@@H](O[C@@H]2O[C@H](C)C[C@H](N(C)C)[C@H]2O)[C@](C)(O)C[C@@H](C)/C(=N\OCOCCOC)[C@H](C)[C@@H](O)[C@]1(C)O
45	-4.9	CC(C)C1CCC(C(=O)N[C@@H](Cc2ccccc2)C(=O)O)CC1 (stereo partly specified)
46	-69.8	O=C(O)c1c(Cl)c(Cl)c(Cl)c(Cl)c1-c1c2cc(I)c(=O)c(I)c-2oc2c(I)c(O)c(I)cc12
47	-1.4	CC(CC=O)CCCC(C)(C)O (stereo unspecified)
48	10.0	CCOC(CN1CCN(CC(C)C(=O)c2ccccc2)CC1)c1ccccc1 (stereo unspecified)
49	3.4	CCCC1O[C@@H]2CC3C4CCC5=CC(=O)C=CC5(C)C4[C@@H](O)CC3(C)[C@]2(C(=O)CO)O1 (stereo partly specified)
50	1.5	CC1(C)C2CC[C@]3(C)C(C(=O)C=C4[C@@H]5C[C@@](C)(C(=O)O)CC[C@]5(C)CC[C@]43C)[C@@]2(C)CC[C@@H]1OC(=O)CCC(=O)O (stereo partly specified)
51	-0.7	O=S(=O)(O)c1ccccc1
52	-7.5	O=C1c2cccc(O)c2C(=O)c2c(O)cccc21
53	0.7	COc1ccc(/C=C/C(=O)OCCC(C)C)cc1
54	6.1	C[C@H](CCC(=O)O)[C@H]1CCC2C3C(=O)CC4CC(=O)CC[C@]4(C)C3CC(=O)[C@@]21C (stereo partly specified)
55	-0.6	CCOC(=O)C1=C(C)NC(C)=C(C(=O)OCC)C1c1ccccc1/C=C/C(=O)OC(C)(C)C
56	-7.5&-3.9&-0.8	C=CCCCCCCCCC(=O)O
57	-7.4	CC1(C)O[C@@H]2CC3C4CCC5=CC(=O)C=C[C@]5(C)C4[C@@H](O)C[C@]3(C)[C@]2(C(=O)CO)O1 (stereo partly specified)
58	1.9	Cc1ccc(Nc2nccc(N(C)c3ccc4c(C)n(C)nc4c3)n2)cc1S(N)(=O)=O
59	4.3	CC(C)CCCC(C)NC(C)C (stereo unspecified)
60	-10.5	FC(F)(F)C(F)(F)C(F)(F)C(F)(F)C(F)(F)C(F)(F)C(F)(F)C(F)(F)Br

# Next part
cpd	NR1D1 modulator	SMILES
61	0.0	Nc1nc(/C(=C/CC(=O)O)C(=O)N[C@@H]2C(=O)N3C(C(=O)O)=CCS[C@H]23)cs1
62	-7.7	CCCCCCCCCCCCOC(=O)CS(=O)(=O)O
63	-2.5	COc1ccc(C2(C#N)CCC(C(=O)O)CC2)cc1OC1CCCC1 (stereo unspecified)
64	2.1	CC(C)CCCC(C)[C@H]1CCC2C3CC=C4C[C@@H](O)CC[C@]4(C)C3CC[C@@]21C (stereo partly specified)
65	-5.1	CO/N=C(/C(=O)N[C@H]1C(=O)N2C(C(=O)OC(C)OC(C)=O)=C(COC(N)=O)CSC12)c1ccco1 (stereo partly specified)
66	-4.1	O=C[C@H](O)[C@H]1OC(=O)[C@@H](O)[C@H]1O
67	-3.5	CC(=O)CC/C=C(\C)CC/C=C(\C)CC/C=C(\C)CCC=C(C)C
68	2.5	CCC(C)(Oc1ccc(C2(c3ccc(OC(C)(CC)C(=O)O)cc3)CCCCC2)cc1)C(=O)O (stereo unspecified)
69	-4.2	C[Si](C)(C)O[Si](C)(C)O[Si](C)(C)C
70	-4.5	Nc1ccc(C(=O)Oc2ccccc2)c(O)c1
71	-1.2	CC(=O)OCC(=O)[C@@]1(O)CCC2C3CCC4=CC(=O)CC[C@]4(C)C3C(=O)C[C@@]21C (stereo partly specified)
72	-0.3	OCCN1C[C@@H](O)[C@@H](O)C(O)C1CO (stereo partly specified)
73	-8.6	CCOC(=O)C1=C[C@@H](OC(CC)CC)[C@H](NC(C)=O)[C@@H](N)C1
74	3.4	CCCc1nc2c(C)cc(-c3nc4ccccc4n3C)cc2n1Cc1ccc(-c2ccccc2C(=O)O)cc1
75	-8.9	COc1cc(NS(=O)(=O)c2ccc(N)cc2)ncn1
76	-1.3	CCCCCCCCCC(=O)OCCN1CCN(CCCN2c3ccccc3Sc3ccc(C(F)(F)F)cc32)CC1
77	-3.1	CCC1(C)OC(=O)N(C)C1=O (stereo unspecified)
78	-1.1	Oc1ccc2ccccc2c1
79	-3.5	OC[C@@H](O)[C@H](O[C@@H]1O[C@H](CO)[C@H](O)[C@H](O)[C@H]1O)[C@H](O)[C@@H](O)CO
80	-7.2	Cn1nnnc1SCC1=C(C(=O)O)N2C(=O)[C@H](NC(=O)C(OC=O)c3ccccc3)C2SC1 (stereo partly specified)
81	1.1	CC1CC(OC(=O)C(O)c2ccccc2)CC(C)(C)C1 (stereo unspecified)
82	-4.3	O=C(O)CCC(=O)O
83	-2.7	CN(C)CCC=C1c2ccccc2C(C)(C)c2ccccc21
84	-2.2	O[N+]1=CC=CCC1=S.On1ccccc1=S.[Zn]
85	-3.0	O=C(OCc1ccccc1)c1ccc(O)cc1
86	-0.5	CCCN(CCc1cccs1)[C@H]1CCc2c(O)cccc2C1
87	0.0	CCC(=O)O[C@@H]1CC(=O)O[C@H](C)C/C=C/C=C/[C@H](O)[C@H](C)C[C@H](CC=O)[C@H](O[C@@H]2O[C@H](C)[C@@H](O[C@H]3C[C@@](C)(O)[C@@H](OC(=O)CC)[C@H](C)O3)[C@H](N(C)C)[C@H]2O)[C@H]1OC
88	1.0	C1=Cc2cccc(OCC3CNCCO3)c2C1 (stereo unspecified)
89	-2.8	COC(=O)[C@@H]1CC(=O)O[C@H](C)C/C=C/C=C/[C@H](O)[C@H](C)C[C@H](CC=O)[C@H](OC2O[C@H](C)[C@@H](OC3C[C@@](C)(O)[C@@H](OC(=O)CC(C)C)[C@H](C)O3)[C@H](N(C)C)[C@H]2O)[C@H]1OC (stereo partly specified)
90	-2.2	CC(=O)N[C@@H](CC(C)C)C(=O)O
91	0.1	CO[C@]12C[C@@H](COC(=O)c3cncc(Br)c3)CN(C)[C@@H]1Cc1cn(C)c3cccc2c13
92	0.7	CC1OC1P(=O)(O)O (stereo unspecified)
93	-1.6	CC(=O)N[C@@H](C=O)[C@@H](O)[C@@H](O)[C@H](O)CO
94	-2.5	O=C(/C=C/c1ccccc1)OCc1ccccc1
95	-0.3	CCc1ccc(C(=O)C(C)CN2CCCCC2)cc1 (stereo unspecified)
96	-5.3	O=C1NC(c2ccccc2)(c2ccccc2)C(=O)N1COP(=O)(O)O
97	2.0	COc1ccc(NS(=O)(=O)c2ccc(N)cc2)nn1
98	1.2	CC(C)CN(C[C@@H](OP(=O)(O)O)[C@H](Cc1ccccc1)NC(=O)O[C@H]1CCOC1)S(=O)(=O)c1ccc(N)cc1
99	-3.6	COc1ccc2cc1Oc1cc3c(cc1OC)CC[N+](C)(C)[C@H]3Cc1ccc(cc1)Oc1c(OC)c(OC)cc3c1[C@@H](C2)[N+](C)(C)CC3
100	-4.8	NC(N)=NCCN1CCCCCCC1
101	2.3	O=c1c2c(c1=O)N(CCP(=O)(O)O)CCCN2
102	-4.5	CN(C)CC[C@H](c1ccc(Cl)cc1)c1ccccn1
103	-9.0	O=P(O)(O)C(O)(Cc1cccnc1)P(=O)(O)O

# Screening data as filed in PubChem BioAssay.
